Assay outcomes (PubChem)
EPAC2 ag = activates human EPAC2 exchange factor. Q8WZA2. EPAC2 activation, biochemical qHTS; response scale: 100% = 6.5 mM cAMP response. Potency, µM (series often up to 154 µM), for inactives: at the highest dose activation, usual class: activators. 0.079% of 360,000 active. AID 720711; note: potency is the fitted concentration of half-maximal effect; nearly all actives have a fitted effect of over 50% in size
Target sequence (Q8WZA2 whole entry, looked up): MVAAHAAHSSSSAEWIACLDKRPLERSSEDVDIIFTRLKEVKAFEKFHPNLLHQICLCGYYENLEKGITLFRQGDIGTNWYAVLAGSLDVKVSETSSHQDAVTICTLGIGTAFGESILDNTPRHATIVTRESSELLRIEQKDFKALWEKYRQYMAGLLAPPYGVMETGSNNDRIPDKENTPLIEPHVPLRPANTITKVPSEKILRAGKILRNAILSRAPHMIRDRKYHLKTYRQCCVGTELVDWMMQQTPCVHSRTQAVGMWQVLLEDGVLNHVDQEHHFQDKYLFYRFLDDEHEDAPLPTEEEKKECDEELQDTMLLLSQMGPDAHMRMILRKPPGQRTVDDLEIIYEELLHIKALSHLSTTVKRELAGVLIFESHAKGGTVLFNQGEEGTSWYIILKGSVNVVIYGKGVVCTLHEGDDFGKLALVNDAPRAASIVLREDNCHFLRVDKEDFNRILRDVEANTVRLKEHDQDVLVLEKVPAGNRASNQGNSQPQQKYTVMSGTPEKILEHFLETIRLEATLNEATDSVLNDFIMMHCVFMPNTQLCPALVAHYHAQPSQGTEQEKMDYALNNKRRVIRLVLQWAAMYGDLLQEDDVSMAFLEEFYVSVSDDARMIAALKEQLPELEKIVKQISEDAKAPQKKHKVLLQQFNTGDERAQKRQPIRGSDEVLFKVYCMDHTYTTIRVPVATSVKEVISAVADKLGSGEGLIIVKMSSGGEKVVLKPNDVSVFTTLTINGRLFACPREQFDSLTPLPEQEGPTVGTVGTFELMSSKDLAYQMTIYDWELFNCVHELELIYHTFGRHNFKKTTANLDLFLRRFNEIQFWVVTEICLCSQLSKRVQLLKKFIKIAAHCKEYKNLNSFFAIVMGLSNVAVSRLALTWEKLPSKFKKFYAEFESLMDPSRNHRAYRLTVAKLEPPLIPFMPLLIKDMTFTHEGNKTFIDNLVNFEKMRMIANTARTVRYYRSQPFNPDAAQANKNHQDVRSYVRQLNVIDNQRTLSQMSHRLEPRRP
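Exchange assay: 100 nM EPAC2 with 250 nM Rap1B-BODIPY-GDP and 50 uM GDP. Fluorescence (ex 480/em 540 nm) read every 5 min for 30 min at room temperature. Data normalized to 6.5 mM cAMP as agonist control.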
Nrf2 activator = activates Nrf2 signaling; AREc32 ARE-luciferase reporter (MCF7-derived line), luminescence, 24 h; Potency, µM (doses to about 46.1 µM), for the others: at the highest dose activation, actives largely listed as activators; 0.31% of 410,000 active; AID 624171; note: potency is the fitted concentration of half-maximal effect; % of control where 0% means no effect; nearly all actives have a fitted effect of over 65% in size
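ARE-driven firefly luciferase activity in AREc32 cells measured after a 24 hr compound exposure at 37 deg C, using Steady-Glo reagent and a 30 min room-temperature hold.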
IL-2 act = activates IL-2 in a cell-based reporter assay | 0.065% of 360,000 active | activation, % (series mostly up to about 46 µM) | IL-2 activation reporter assay, cell-based qHTS; stimulated with anti-CD3/CD4/CD28 beads; in transgenic mouse T cells; in the data active = activation above about 50%; inconclusive = mostly about 30% to 49%; note: 0% is about no effect
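Unstimulated transgenic mouse T cells; 60-min compound exposure; bead-based TCR/CD4/CD28 stimulation; 18 h culture, 37 degrees C; dual fluorescence (EGFP, DsRed) plate cytometry.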
S2 tox = cell viability loss in ATXN counter-screen. S2 cells (HEK-293 line with an ATXN2-luciferase reporter) viability, CellTiter-Fluor protease fluorescence, 24 h. Potency, µM (series often up to 56.7 µM), actives largely listed as cytotoxic. 0.49% of 400,000 active. AID 651635; note: potency is the fitted concentration of half-maximal effect; nearly all actives have a fitted effect of over 40% in size
A549 tox = A549 cytotoxicity, counter-screen for Nrf2 inhibitors | A549 ARE-Fluc cells, CellTiter-Fluor viability, 18-24 h | 0.16% of 390,000 active | Potency, µM (highest dose often 46 µM), for inactives: at the top dose activity change, negative = cytotoxicity, usual class: inhibitors | AID 504648; note: potency is the fitted concentration of half-maximal effect; % is set by controls: 0 for no effect and ±100 for the full control effect
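A549 ARE-Fluc cells in 5% FBS OPTI-MEM, 5000 cells/well, rested 2 h then exposed to compounds in concentration-response for 18-24 h at 37 °C. Viability by CellTiter-Fluor fluorescence (Ex 405/Em 525) after 30 min; luciferase luminescence (BugLite, 15 min, RT) read afterwards.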
TGFb SMAD3 inh = TGF-b pathway inhibition. HepG2 CAGA-GFP TGF-b/SMAD3 reporter, GFP fluorescence, 18 h; TGF-beta stimulated, 500 pg/mL final. Potency, µM (highest dose often 46.1 µM), without a hit: at the highest dose activity, negative = inhibition, actives largely listed as inhibitors. 1.2% of 410,000 active; note: potency is the fitted concentration of half-maximal effect; % is set by controls: 0 for no effect and ±100 for the full control effect; nearly all actives have a fitted effect of over 65% in size
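First, reporter cells (HEPG2 CAGA-GFP) rested 2 h at 37 degrees C. Next, compounds were pinned in and TGF-beta added to 500 pg/mL final. After 18 h, GFP was imaged per cell and summed per well.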
HepG2 viability = counter-screen for TGF-b inhibitors: cytotoxicity in HepG2 cells; HepG2 CAGA-GFP viability, ATP luminescence, 18 h; Potency, µM (top dose mostly 46.1 µM), inactives show at the top dose activity change, negative = cytotoxicity, hits mostly cytotoxic; 0.76% of 410,000 active; AID 588856; note: potency is the fitted concentration of half-maximal effect; some results filed as inactive show a strong effect at the top dose
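HepG2 CAGA-GFP cells (1000/well, DMEM with 1% FBS) received compound, then TGF-beta at 500 pg/mL final, and were incubated 18 hours at 37 degrees C. Viability was read by CellTiter-Glo luminescence. Media-only wells were set as complete cell-killing and DMSO as no toxicity.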
ATXN2 expr inh = ATXN2 expression inhibition; HEK-293 ATXN2-luciferase reporter, luminescence, 24 h; Potency, µM (top dose mostly 57 µM), inactives show at the top dose activity change, negative = inhibition, hits mostly inhibitors; 0.72% of 360,000 active; note: potency is the fitted concentration of half-maximal effect; % is set by controls: 0 for no effect and ±100 for the full control effect; nearly all actives have a fitted effect of over 55% in size
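qHTS (up to 57 uM final) was run with 24 h compound exposure of reporter cells at 37 °C. Each well was multiplexed: SteadyGlo luminescence measured ATXN2-luciferase expression after a fluorogenic Gly-Phe-AFC viability readout (25 uM final).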
Nrf2 inh = Nrf2 pathway inhibition | A549 ARE-Fluc reporter, luciferase luminescence, 18-24 h | Potency, µM (titrated, usually from 46 µM), inactives show at the top dose activity change, negative = inhibition, usual class: inhibitors | 2.1% of 360,000 active; note: potency is the fitted concentration of half-maximal effect; % is set by controls: 0 for no effect and ±100 for the full control effect; nearly all actives have a fitted effect of over 60% in size
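Cells were seeded and rested 2 h, then exposed to compounds for 18-24 h. CellTiter-Fluor was read first as a viability measure. BugLite was added 15 min before the final luminescent read of ARE-luciferase activity in A549 cells.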
* marks the source's active call; other numbers are inactive results; i = inactive; ? = inconclusive; . = not tested or not shown; [ ] = remark or other dose. Unless noted, calls come from the whole dose curve; as a rule, active = well fitted curve in the direction sought with a large enough effect; inconclusive = small, poorly fitted or top-dose-only effect, or another doubt; inactive = no such curve, though single readings can be large; an effect the other way counts as inactive or inconclusive.

1	Cc1ccc(C)c(Cn2c3ccccc3c3cnn(CC(=O)NCCN4CCOCC4)c(=O)c32)c1
2	O=S(=O)(Cc1ccccc1)N1CCCC1
3	O=C(CSC1=NS(=O)(=O)c2ccccc2N1)Nc1ccccc1F
4	COc1ccc(C)cc1NC(=O)Nc1cccc(-c2noc(C)n2)c1
5	COC1CCCCC1Nc1cc(C)cc(C)c1 (configuration not stated)
6	CCOC(=O)N1CCN(CCC(=O)Nc2ccc(F)c(F)c2)CC1
7	O=C(CC1CCCCC1)NCCS(=O)(=O)N1CCN(c2ccccc2)CC1
8	CC(=O)N1CC(=O)N(CC(=O)Nc2ccc(Br)cc2)C1=S
assay / entry | 1 | 2 | 3 | 4 | 5 | 6 | 7 | 8
EPAC2 ag | -1% | 0% | -1% | . | 2% | 1% | 4% | 9%
Nrf2 activator | -0.5% | -0.8% | 4.1% | -0.1% | 0.0% | 0.2% | 0.2% | -0.4%
IL-2 act | -0.2 | 0.9 | -0.7 | . | -0.8 | -0.4 | -2.7 | 0.1
S2 tox | i | i | i | i | i | i | i | i
A549 tox | -4% | 8% | 1% | -2% | 1% | 0% | 3% | 2%
TGFb SMAD3 inh | -30% | -3% | -3% | -14% | -15% | 6% | -4% | 9%
HepG2 viability | -24% | 0% | 3% | -29% | 2% | 0% | -12% | -12%
ATXN2 expr inh | -17% | 3% | 2% | -29% | -7% | 14% | -8% | 1%
Nrf2 inh | -16% | . | 0% | . | 9% | -4% | 15% | -4%

9	COc1cc(SC)ccc1C(=O)Nc1ccc(Cl)cn1
10	C#CCOCCOCCOCCNc1nc(N2CCOCC2)nc(N2CCN(C(=O)[C@H](CCC(=O)O)n3cc(C(N)[C@H](C)CC)nn3)CC2)n1 (some centres not stated)
11	COC(=O)CCCC1=CC2=C(c3ccccc3)C(=O)C(C)(OC(=O)C3CCCC3)C(=O)C2=CN1CCc1c[nH]c2ccccc12 (configuration not stated)
12	CC(C)CC1NC(=O)c2cc3ccccc3cc2-n2c1nc1ccc(F)cc1c2=O (configuration not stated)
13	O=C1COc2ccc(C(=O)/C=C/c3ccccc3)cc2N1
14	CCC(=NCc1ccc(Cl)c(Cl)c1)c1nc(-c2ccco2)oc1O
15	CCOc1ccc(CCN2C(=S)N([C@@H](Cc3ccc(O)cc3)CN3CCC[C@@H]3CN3C(=S)NC[C@@H]3Cc3ccccc3)C[C@@H]2Cc2ccccc2)cc1
16	CC(OC(=O)c1cc(=O)[nH]c2ccccc12)C(=O)c1ccccc1 (configuration not stated)
assay / entry | 9 | 10 | 11 | 12 | 13 | 14 | 15 | 16
EPAC2 ag | 3% | 2% | -17% | -6% | 14% | 5% | 9% | -2%
Nrf2 activator | -0.6% | -0.4% | 0.3% | -0.3% | ? | 12% | 3.1% | 0.3%
IL-2 act | 1.0 | -2.6 | 1.2 | -4.7 | -5.3 | 0.6 | -0.4 | -0.1
S2 tox | ? | i | i | ? | i | i | i | i
A549 tox | 4% | -4% | 1% | . | 0% | -2% | . | -13%
TGFb SMAD3 inh | -24% | 11% | -6% | 11% | 8.9µM* | 0% | -22% | 22%
HepG2 viability | -12% | 2% | 1% | 7% | -15% | 15% | -29% | 9%
ATXN2 expr inh | ? | 8% | 7% | -4% | -1% | -9% | 3% | -15%
Nrf2 inh | ? | -1% | -9% | . | -14% | ? | . | ?

17	CCOC(=O)C1(Cc2ccc(OC)cc2)CCN(C(=O)c2ccoc2C)CC1
18	COc1cc(Cl)c(C)cc1NC(=O)CSC
19	CCCC(=O)N1CCC1(C)C(=O)NS(=O)(=O)c1cccc(C)c1 (configuration not stated)
20	Cc1ccc(NC(=S)N2CCN(S(=O)(=O)c3ccc(F)cc3)CC2)cc1
21	NS(=O)(=O)c1ccc(CNC(=O)/C=C/c2cccc(Cl)c2)cc1
22	Cc1ccc(C)c(NC(=S)N2CCN(c3ccccn3)CC2)c1
23	CCC(=O)c1ccc(OCC(=O)OCC(=O)N2c3ccccc3NC(=O)C2(C)C)cc1
24	c1ccc(-n2ncc3c(NC4CCCC4)ncnc32)cc1
assay / entry | 17 | 18 | 19 | 20 | 21 | 22 | 23 | 24
EPAC2 ag | 5% | 3% | 0% | 4% | -4% | 7% | -4% | .
Nrf2 activator | 0.4% | -0.9% | -0.9% | 0.6% | 0.5%[9.22 µM] | -0.4% | -0.6% | 3.8%
IL-2 act | 0.1 | -0.1 | -0.2 | -0.3 | -0.4 | -0.3 | -0.2 | .
S2 tox | i | i | i | i | i | i | i | i
A549 tox | -4% | 3% | . | 9% | 1% | -3% | -8% | 1%
TGFb SMAD3 inh | -8% | -22% | 1% | -2% | 2% | 14% | -14% | 11%
HepG2 viability | -2% | -23% | -48% | 5% | 31% | 4% | 2% | -15%
ATXN2 expr inh | -4% | 7% | 17% | 6% | 7% | . | -3% | 11%
Nrf2 inh | 10% | . | . | 6% | 4% | -19% | -14% | .

25	COc1cc(/C=N/NC(=O)c2cccnc2)cc2c1OCO2
26	COc1ccc(OCCCC(=O)Nc2cc(Cl)ccc2-n2cncn2)cc1
27	Cc1ccc(C(=O)COc2ncnc3cc(Cl)ccc23)cc1
28	N#C/C(=C1/CCCCCN1)c1nnc2n1CCCCC2
29	Cc1c(NC(=O)c2ccc(S(=O)(=O)N3CCOCC3)cc2)cccc1[N+](=O)[O-]
30	Cc1nc2ccccc2n1CC(=O)OCC(=O)NCc1ccccc1
31	CCCS(=O)(=O)c1c(S(=O)(=O)CCC)c2c(C)cccn2c1C(=O)OC
32	CCOc1ccccc1N1CC(C(=O)NC2CCCCCC2)CC1=O (configuration not stated)
assay / entry | 25 | 26 | 27 | 28 | 29 | 30 | 31 | 32
EPAC2 ag | 3% | 1% | 6% | 7% | 9% | 2% | 6% | 4%
Nrf2 activator | 0.0% | 0.1% | -0.1% | 0.3% | -0.4% | 0.1% | 0.3% | 0.0%
IL-2 act | -2.2 | -2.0 | -0.5 | 3.8 | -0.2 | 1.7 | -0.3 | -0.7
S2 tox | i | i | i | i | i | i | i | i
A549 tox | -6% | 6% | -14% | -4% | -1% | 4% | 12% | -5%
TGFb SMAD3 inh | 2% | 72%[activator] | 12% | -6% | -3% | 14% | -27% | 22%
HepG2 viability | 3% | -11% | -1% | 0% | -3% | 27% | -31% | 14%
ATXN2 expr inh | 2% | 7% | . | 0% | 4% | -7% | 13% | 7%
Nrf2 inh | 4% | -24% | -13% | -1% | -29% | 11% | 9% | 2%

33	Cc1ccc(N(CCC(=O)O)S(=O)(=O)c2ccc(C)cc2)cc1
34	COc1ccccc1OCc1ccc(C(=O)Nc2ccncc2)o1
35	COc1ccc(CN(C)C(C)C(=O)NC2CCCc3ccccc32)cc1 (configuration not stated)
36	Cc1ccc(C)c(S(=O)(=O)N2CCN(C(=O)c3sccc3C)CC2)c1
37	CC(=O)Oc1ccc(C2(C)CC(C)(C)Oc3cc(OC(C)=O)ccc32)c(OC(C)=O)c1 (configuration not stated)
38	O=C(c1ccc(F)cc1)C(CCCCCC(CN1CCOCC1)C(=O)c1ccc(F)cc1)CN1CCOCC1 (configuration not stated)
39	Cc1ccc(C(=O)NCc2ccc(N3CCN(C)CC3)cc2)cc1C
40	COc1ccc(CCn2c(-n3nc(C)cc3C)nc3c2c(=O)[nH]c(=O)n3C)cc1
41	O=C(CSc1nnc2ccccn12)NC(=O)c1cccc([N+](=O)[O-])c1
42	COCC(=O)Nc1c(C(=O)Nc2cccc(OC)c2)oc2ccccc12
43	CC1Cc2ccccc2N1C(=O)c1ccc(Br)o1 (configuration not stated)
assay / entry | 33 | 34 | 35 | 36 | 37 | 38 | 39 | 40 | 41 | 42 | 43
EPAC2 ag | -14% | 6% | 6% | 5% | 12% | -20% | 11% | 7% | 5% | 20% | 3%
Nrf2 activator | -1.2% | 1.9% | -0.1% | 0.2% | -0.1%[9.22 µM] | 7.8% | -0.3% | 0.0% | 0.4% | 2.5% | 1.1%
IL-2 act | 3.9 | -1.5 | 1.6 | 0.3 | -2.3 | -0.6 | 3.4 | -3.3 | 0.3 | -0.3 | 1.0
S2 tox | i | i | i | i | i | i | i | i | i | i | i
A549 tox | 2% | -10% | -17% | 2% | 8% | -11% | 1% | ? | -6% | 8% | -2%
TGFb SMAD3 inh | 15% | -11% | -16% | 0% | -20% | -2% | 16% | -2% | 1% | 0% | ?
HepG2 viability | 5% | -29% | -19% | 0% | -40% | -26% | -28% | -27% | -4% | -11% | -72%
ATXN2 expr inh | -12% | -2% | -17% | -9% | 0% | -11% | 0% | -8% | -2% | 63%[activator] | 88%[activator]
Nrf2 inh | -10% | ? | -9% | -20% | 5% | -32% | 4% | ? | 2% | ? | ?

A run of entries taken from the entries so far:
39	Cc1ccc(C(=O)NCc2ccc(N3CCN(C)CC3)cc2)cc1C
40	COc1ccc(CCn2c(-n3nc(C)cc3C)nc3c2c(=O)[nH]c(=O)n3C)cc1
41	O=C(CSc1nnc2ccccn12)NC(=O)c1cccc([N+](=O)[O-])c1
42	COCC(=O)Nc1c(C(=O)Nc2cccc(OC)c2)oc2ccccc12
43	CC1Cc2ccccc2N1C(=O)c1ccc(Br)o1 (configuration not stated)
assay / entry | 39 | 40 | 41 | 42 | 43
EPAC2 ag | 11% | 7% | 5% | 20% | 3%
Nrf2 activator | -0.3% | 0.0% | 0.4% | 2.5% | 1.1%
IL-2 act | 3.4 | -3.3 | 0.3 | -0.3 | 1.0
S2 tox | i | i | i | i | i
A549 tox | 1% | ? | -6% | 8% | -2%
TGFb SMAD3 inh | 16% | -2% | 1% | 0% | ?
HepG2 viability | -28% | -27% | -4% | -11% | -72%
ATXN2 expr inh | 0% | -8% | -2% | 63%[activator] | 88%[activator]
Nrf2 inh | 4% | ? | 2% | ? | ?

An unsorted share of the library, and some 4.3% of all compounds hit somewhere here.
